# PDI inh: blocks human protein disulfide isomerase activity. P07237. PDI insulin aggregation turbidity, A650, 90 min. inhibition, % at 10 µM. actives 0.052% (n = 350,000);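 active = mean inhibition across replicates of 30% or more, whatever share of single replicates reach that level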;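 also: absorbance from insulin aggregation driven by PDI reduction with DTT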
# hiPSC survival: hiPSC single-cell survival enhancement; ATPlite luminescence; 100% = ROCK inhibitor wells, 0% = DMSO; survival enhancement, % at 20 µM; actives 0.044% (n = 360,000); in the data active = survival enhancement above about 18%;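 also: cells exposed to compounds for 16 hours before the ATP read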
# HIF-2a block: blocks HIF-2a reporter activity; 786-0 RCC cells HIF-2a reporter, luciferase luminescence, overnight; inhibition, % at 18.8 µM; actives 0.72% (n = 360,000); AID 624352;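 active = inhibition of the luminescence signal of 40% or more relative to plate controls, in a single-dose primary screen at 18.75 µM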
# NR2E3 ag-1: activates human NR2E3 receptor; Q9Y5X4; CHO-S Gal4-NCOR/VP16-NR2E3 two-hybrid, luciferase; inhibition of corepressor binding, % at 3.98 µM; actives 0.35% (n = 360,000); AID 602229;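 active = inhibition above the mean of all tested compounds plus 3 SD, cut at about 70% in these data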;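 also: 0% = DMSO with NR2E3 transfected cells and 100% = cells lacking NR2E3 construct; higher means lower luciferase signal from less NR2E3 corepressor binding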
# Target sequence (Q9Y5X4 whole entry, looked up, the tested form may be a part): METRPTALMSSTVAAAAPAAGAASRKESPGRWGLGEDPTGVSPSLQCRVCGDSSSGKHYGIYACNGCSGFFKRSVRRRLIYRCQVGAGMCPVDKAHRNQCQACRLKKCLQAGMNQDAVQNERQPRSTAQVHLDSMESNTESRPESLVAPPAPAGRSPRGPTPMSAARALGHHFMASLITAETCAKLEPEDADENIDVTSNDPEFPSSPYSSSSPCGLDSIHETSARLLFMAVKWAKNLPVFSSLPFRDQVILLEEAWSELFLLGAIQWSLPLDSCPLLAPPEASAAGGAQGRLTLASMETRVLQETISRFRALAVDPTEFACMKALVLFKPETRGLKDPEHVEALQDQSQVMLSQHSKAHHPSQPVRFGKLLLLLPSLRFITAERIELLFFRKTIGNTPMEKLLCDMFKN
# CaV13 ICDI inh: Disruptors of the CACNA1D IQ motif to Ca2+-dependent inactivation inhibitor domain association, primary screening, Förster resonance energy transfer in intact living …; HEK cells, CFP/YFP FRET ICDI-IQ, plate reader, 10 min; percent FRET-ratio fall versus neutral wells; inhibition, % at 12.3 µM; AID 743397; actives 0.098% (n = 340,000);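 active = mean replicate inhibition of at least 30% and at least 1% of replicates passing that level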;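 also: 0% = median of the neutral control wells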
# NR2E3 ag-2: activates human photoreceptor nuclear receptor NR2E3; GST-NR2E3/biotin-RetCOR TR-FRET, 1536-well; AID 2300; inhibition of corepressor binding, % at 4.78 µM; actives 0.12% (n = 320,000);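 active = percent inhibition above the cutoff of mean plus 3 SD of all tested compounds, set per screening campaign, cut at about 20% in these data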;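 also: 0% = DMSO wells and 100% = biotin wells as full block of FRET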
#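 Assay system: NR2E3–RetCOR corepressor complex. Quantity: 1.35 nM GST-NR2E3. Buffer or medium: pH 7.5 Tris-based buffer. Reagent: biotinylated RetCOR corepressor at 7 nM final. Schedule: 5 h at 4 °C. Detection: TR-FRET, emission read at 617 and 671 nm. Replicates: one well per compound, singlicate testing.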
# Shn3 3UTR inh: inhibitors of Schnurri-3 3'UTR reporter in osteoblasts. Clone20 osteoblast Shn3 3'UTR firefly luciferase, 24 h. inhibition, % at 12.5 µM. actives 0.52% (n = 360,000);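 active = mean inhibition of at least 75% with every replicate also reaching 75%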;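 also: 0% = median of neutral control wells and 100% = pilot-screen positive control compound; some compounds past the cut are filed as inactive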
# MITF TRPM1 inh: MITF TRPM1 promoter inhibition in SK-MEL-5 cells. SK-MEL-5 TRPM1 promoter luciferase, 24 h. inhibition, % at 12.5 µM. actives 0.83% (n = 330,000). AID 488899;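 active = mean inhibition across replicates of 60% or more, whatever share of single replicates reaches that level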; also: values of inactives mirror those of a sister screen read the other way
# HTR2A ag: mouse HTR2A agonism via beta-arrestin recruitment. P35363. CHO-K1 mHTR2A beta-arrestin complementation, luminescence; percent of 30 µM serotonin response. activation, % at 7.6 µM. actives 0.66% (n = 360,000);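 active = activation above a run cutoff, the mean activation of all tested compounds plus 3 SD, cut at about 14% in these data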;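 also: 0% = plate median of compound wells and 100% = 30 µM serotonin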
# Target sequence (P35363 whole entry, looked up): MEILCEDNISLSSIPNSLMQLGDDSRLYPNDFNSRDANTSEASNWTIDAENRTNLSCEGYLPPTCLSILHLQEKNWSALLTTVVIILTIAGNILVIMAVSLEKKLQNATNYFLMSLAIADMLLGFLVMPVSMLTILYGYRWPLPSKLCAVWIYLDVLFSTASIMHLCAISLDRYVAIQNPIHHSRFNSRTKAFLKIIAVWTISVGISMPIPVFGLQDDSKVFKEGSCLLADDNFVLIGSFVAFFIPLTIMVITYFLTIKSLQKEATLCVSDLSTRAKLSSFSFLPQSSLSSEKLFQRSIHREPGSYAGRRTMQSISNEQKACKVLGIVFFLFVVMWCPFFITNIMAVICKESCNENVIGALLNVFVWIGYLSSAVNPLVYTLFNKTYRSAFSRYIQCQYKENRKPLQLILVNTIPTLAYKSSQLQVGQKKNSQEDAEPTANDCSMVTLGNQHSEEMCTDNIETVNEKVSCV
# Peg3 prom inh: inhibitors of Peg3 promoter. HeLa PEG-Prom luciferase reporter, luminescence, overnight. inhibition, % at 20 µM. actives 1.7% (n = 360,000);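 active = inhibition of at least 50% at 20 µM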
# Cardio protect: protects H9c2 cardiomyocytes from peroxide injury. actives 0.63% (n = 360,000). protection from H2O2 cell death, % at 20 µM. H2O2 injury protection, ATPLite, 2 h;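 active = compounds giving at least 50% protection of heart cells from peroxide-induced death in the single-dose screen, raw or plate-pattern-corrected value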;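 also: 0% = DMSO wells with peroxide and 100% = DMSO wells without peroxide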
# * marks the source's active call; other numbers are inactive results; / = no result given; + = active, no number. Compounds as they come. About 3.9% of those tested had a hit in this group.
SMILES,NR2E3 ag-1,HIF-2a block,Shn3 3UTR inh,hiPSC survival,Peg3 prom inh,CaV13 ICDI inh,NR2E3 ag-2,MITF TRPM1 inh,PDI inh,HTR2A ag,Cardio protect
O=C(Cn1cnc([N+](=O)[O-])c1)NCc1ccc(F)cc1,1,3,9,4.5,0,/,3,-10,0,4,0
N#CC1=C(N)Oc2n[nH]c(-c3ccccc3)c2C12C(=O)Nc1ccccc12 (stereo not drawn),-7,8,-1,-0.6,1,-5,1,2,0,1,4
O=C(NC(=S)Nc1ccc2oc(-c3ccncc3)nc2c1)c1ccccc1F,-18,-21,17,-1.5,-19,-6,-5,-7,3,4,-16
Cc1cc(=O)[nH]c(SCC(=O)NCC2CCCO2)n1 (stereo not drawn),2,7,16,0.5,6,-2,1,6,-1,3,2
Cc1nn(-c2ccccc2)c(Cl)c1/C=N/N1CCN(c2ccccn2)CC1,-22,-12,-8,5.0,0,14,1,4,-2,-2,1
COc1ccccc1-n1cnnc1SCC(=O)Nc1cccnc1Cl,5,6,12,0.8,-5,-8,-1,-17,2,0,-2
O=C(N/N=C(/CC(=O)c1cccs1)C(F)(F)F)c1ccc(O)cc1,-23,4,14,1.1,4,-10,-3,7,4,-3,8
Cc1nn2c3c(cnc2c1-c1ccc(Cl)cc1)C(=O)CC(c1ccco1)C3 (stereo not drawn),-3,7,11,-1.5,1,-4,-2,7,2,2,-2
C1CC(CN2CCOCC2)CN(c2nc3nonc3nc2N2CCSCC2)C1 (stereo not drawn),-15,7,-5,0.3,0,-15,-2,8,1,0,1
Cc1cc(C)c(NC(=O)COc2nc3ccccc3nc2C)c(C)c1,-6,4,26,-0.7,7,-5,2,0,10,3,-1
S=c1[nH]nc(Cc2ccccc2)n1-c1ccc(Cl)cc1,-26,11,-23,0.7,13,-19,3,6,-15,0,-2
O=C1/C(=C/c2cccnc2)SC(=S)N1NS(=O)(=O)c1ccccc1,-5,14,-1,0.1,14,-17,1,8,-6,7,0
O=C(CN1CCN(S(=O)(=O)c2ccc(Br)s2)CC1)N1CCCCC1,26,-5,0,-0.2,4,-2,3,-5,9,-10,-1
COc1ccccc1/C=C/C=N/n1c(-c2ccccn2)n[nH]c1=S,-49,-201,-76,0.1,-157,-19,4,-79,-5,3,0
CCNC(=O)CSc1nnc(-c2cc(-c3ccc(Cl)cc3)nc3ccccc23)o1,-2,-9,-12,-1.1,7,-3,-2,-2,-10,6,1
COc1ccc(CC(N)c2csc(NC(=O)c3cccs3)n2)cc1 (stereo not drawn),7,2,15,-2.8,13,-10,/,/,-7,-2,27
CCOc1cc(Cl)c(S(=O)(=O)NCCCN2CCOCC2)cc1Cl,-11,10,21,1.6,12,-3,-4,4,-54,-5,-3
C/C(=N\NC(=O)CC1(C)OCCO1)c1cccs1,6,15,-13,-1.8,3,-3,-1,11,1,-1,-3
CC(=O)Nc1ccc(S(=O)(=O)NCCc2ccc(S(N)(=O)=O)cc2)cc1,-2,12,9,2.0,-3,-6,-1,-5,11,-2,0
CC(C)(C)c1cnnn1-c1ccc(C(=O)CCl)cc1,-5,10,-25,-3.6,20,/,-1,24,-3,-3,17
C[C@@H]1CN([C@@H](C)CO)C(=O)c2cc(Br)cnc2O[C@H]1CN(C)Cc1cccnc1,5,3,-3,-1.9,-12,-10,/,/,-1,-3,4
CC1CCCC(C)N1C(=O)c1cc(-c2ccc3c(c2)OCO3)on1 (stereo not drawn),-113,-206,-103,-0.6,-321,-2,3,-93,6,4,3
O=C(COc1ccc(C2SCCS2)cc1)NNC(=O)C(Cl)Cl,-25,-144,-6,1.0,-122,-4,0,-11,-1,2,-3
COc1ccc(C(C)=O)cc1CN1C(=O)C(C)ON=C1c1ccccn1 (stereo not drawn),-20,11,-3,-2.1,3,1,/,/,-1,0,2
O=C(NCC(=O)N1CCN(C(c2ccccc2)c2ccccc2)CC1)c1ccc(Br)o1,12,13,2,-0.2,13,-5,-1,11,-25,-3,22
COCCN(C(=O)CSc1ncc(C(F)(F)F)cc1Cl)c1c(N)n(Cc2ccccc2)c(=O)[nH]c1=O,-15,11,3,-1.1,-8,-5,3,1,7,-3,8
CC1(C)NC(=O)N(CC(=O)OCC(=O)Nc2cccc(S(N)(=O)=O)c2)C1=O,-7,13,-2,2.9,0,-15,5,18,12,3,7
Cc1ccc(-c2cc(C(=O)Nc3cnn(C45CC6CC(CC(C6)C4)C5)c3)no2)cc1,-12,-14,41,1.8,13,-6,0,16,-6,4,3
Cc1cc(C)cc(N2C(=O)CSC2c2cccs2)c1 (stereo not drawn),-25,18,2,0.7,13,-4,1,-3,4,2,-8
CC(C)(C)OC(=O)C[C@@H]1C/C=C\C[C@H](CC(=O)N(CCO)Cc2ccccc2)C(=O)NCCOC1=O,1,0,16,-1.7,-10,-3,/,-3,13,1,1
C/C(=N\NC(=O)c1cc(C(C)C)[nH]n1)c1ccncc1,-17,-90,-38,-0.5,-87,-2,1,-14,-8,0,-2
O=C(O)CCCNS(=O)(=O)c1ccc2ccccc2c1,-1,23,-17,1.7,17,-6,3,6,-2,4,-2
CCOc1ccc2[nH]cc(C(=O)N3CCN(C4CCCCC4)CC3)c(=O)c2c1,-1,0,-18,-0.6,-31,-13,-1,5,-5,-5,10
CC(C)(C)OC(=O)NCCCCC1=CC2=CC(=O)C(C)(O)C(=O)C2=CO1 (stereo not drawn),12,-1,-5,8.4,-3,-12,4,-12,-6,-3,0
Cc1occc1C(=O)Nc1nnc(-c2ccncc2)s1,-40,-71,-19,-1.4,-46,-7,1,-21,3,1,19
Cc1ccc(C(=O)NC(=S)Nc2ccc(N3CCOCC3)cc2)cc1C,-32,-44,30,-1.0,-22,-2,-4,5,1,0,-12
Clc1cncc(Cl)c1N/N=C/c1ccccc1,-85,-162,-42,0.4,-180,-5,-4,-45,7,0,-5
CC1(C(=O)NC2CCc3ccccc32)CCN1CCc1ccccc1 (stereo not drawn),-1,13,22,0.6,18,-7,/,/,3,-3,-1
CCOc1ccccc1N1CCN(C(=O)C(F)(F)F)CC1,-1,0,-2,-3.5,9,/,2,0,19,-2,9
CC1CCC(N2CC(=O)N(Cc3ccc4c(c3)OCO4)C(c3ccc(F)cc3)C2=O)CC1 (stereo not drawn),-35,9,8,-1.7,6,-8,4,4,-2,-2,-2
CCN(Cc1ccc(Br)s1)C(=O)CSc1nnc(C2CC2)n1C1CC1,8,5,0,4.2,9,-6,/,/,-1,5,8
COc1cccc(CNS(=O)(=O)c2ccc3c(c2)CCN3C(=O)C2CC2)c1,-3,9,2,3.2,18,-4,-1,-5,-2,0,-13
COc1ccc(/C=C/C(=O)c2ccc(NC(=O)c3cccs3)cc2)cc1OC,-61,-115,-64,3.0,-208,-7,0,-36,3,1,12
CC1(c2ccc(Cl)cc2Cl)NC(=O)N(CC(=O)Nc2ccc3[nH]c(=O)[nH]c3c2)C1=O (stereo not drawn),-9,9,13,-0.1,2,-2,2,3,-1,-6,7
CCOC(=O)Nc1ccc(S(=O)(=O)Nc2onc(C)c2C)cc1,-6,20,14,-0.7,9,-19,2,/,-6,7,-3
CCOC(=O)c1c2ccc(OCC(=O)NN)cc2n2ccccc12,7,15,8,-0.6,15,+,-3,-7,7,5,11
CC1=C(C(=O)N2CCOCC2)CC(CC(=O)NC2CCCCC2)C(=O)N1Cc1ccc(C(C)(C)C)cc1 (stereo not drawn),-33,-5,-24,0.0,1,-10,/,/,0,3,2
O=C(CSc1ncn[nH]1)Nc1ccc([N+](=O)[O-])cc1Br,24,3,-2,-2.0,0,9,-1,-19,-1,1,-7
COc1cc(S(=O)(=O)N2CCN(C(=O)c3ccco3)CC2)c(OC)cc1C,-15,25,5,0.6,8,-19,6,7,-9,0,-6
C=CCNC(=S)Nc1c(N)n(C)c(=O)n(C)c1=O,-6,16,16,-0.9,-4,-7,3,6,6,2,8
Cc1cccc(NC(=O)CSc2ncnc3c2oc2ccccc23)c1,5,-3,-9,0.2,6,-5,60*,-10,-3,0,-6
O=C(Nc1ccccc1)c1csc(-c2ccccc2)n1,-7,-180,-18,5.7,-116,-5,-1,-11,15,-1,-2
O=C(CCNS(=O)(=O)c1ccc(Br)cc1)NCCCSc1ccccc1,-5,9,-9,9.6,11,-2,1,-5,-6,-8,-8
COc1cccc(S(=O)(=O)NCC(=O)N2CCCCCC2)c1,-39,15,6,0.1,18,-5,4,8,3,1,6
O=C(CN(c1ccc(Cl)cc1)S(=O)(=O)c1ccccc1)N1CCN(c2ccccc2)CC1,-22,18,-13,3.3,28,-4,-2,10,-2,0,-3
CCOc1cc(CNc2ccc3c(c2)OCCO3)cc(Br)c1OCC,57,35,64,-2.6,47,-5,1,47,14,-3,9
COc1ccc(-c2nc(CN3CCN(c4cc(C)nc(C)c4)CC3)c(C)o2)c2ccccc12,9,1,13,-4.6,82*,-6,2,-16,9,5,-27
CCOc1ccc(C(=O)Nc2ccc(Cc3ccncc3)cc2)cc1Br,-2,-22,-27,-0.6,0,-5,2,-11,-2,-2,3
Cc1ccc(NC(=O)c2cccnc2C(=O)Nc2ccc(C)cc2)cc1,12,7,-39,0.1,0,5,1,9,-4,0,-12
CC1(C(=O)NS(=O)(=O)c2cccc(F)c2)CCN1C(=O)Cc1ccccc1 (stereo not drawn),-1,13,-11,1.1,17,-6,/,/,14,2,7

# Remaining list, next part.
SMILES,NR2E3 ag-1,HIF-2a block,Shn3 3UTR inh,hiPSC survival,Peg3 prom inh,CaV13 ICDI inh,NR2E3 ag-2,MITF TRPM1 inh,PDI inh,HTR2A ag,Cardio protect
O=C(NNc1ccccc1)C(=O)NNc1ccccc1,53,14,-10,2.5,2,-7,/,-2,4,0,8
CCCCOP(=O)(OCCCC)C1(C)CC(=O)CC(C)(C)C1 (stereo not drawn),3,1,1,0.6,3,-4,/,-2,9,6,4
COc1ccc(C)cc1N(C)C(=O)c1coc(=O)c2ccccc12,-4,8,21,1.3,14,-5,3,13,-12,7,2
COc1ccc(C(CNC(=O)c2oc3ccc(C)cc3c2C)N2CCCCC2)cc1 (stereo not drawn),-17,17,16,-0.1,8,-4,3,-20,6,-7,-6
CC(C)C[C@@H]1NC(=O)N(CCN2CCOCC2)C1=O,11,14,10,4.1,4,-3,0,8,10,1,-1

# Part of the list above in order of heavy-atom count, ascending:
SMILES,NR2E3 ag-1,HIF-2a block,Shn3 3UTR inh,hiPSC survival,Peg3 prom inh,CaV13 ICDI inh,NR2E3 ag-2,MITF TRPM1 inh,PDI inh,HTR2A ag,Cardio protect
O=C(NNc1ccccc1)C(=O)NNc1ccccc1,53,14,-10,2.5,2,-7,/,-2,4,0,8
CCCCOP(=O)(OCCCC)C1(C)CC(=O)CC(C)(C)C1 (stereo not drawn),3,1,1,0.6,3,-4,/,-2,9,6,4
COc1ccc(C)cc1N(C)C(=O)c1coc(=O)c2ccccc12,-4,8,21,1.3,14,-5,3,13,-12,7,2
